Bioassay records (PubChem)
hDAT+cocaine: changed hDAT dopamine uptake under cocaine IC80, either direction, primary screen, cocaine antagonist project, cell-based, LLC-PK1 hDAT, [14C]-dopamine uptake, MLSMR; actives 1.3% (n = 110,000); LLC-PK1 hDAT cells, [14C]-dopamine uptake with cocaine IC80; actives deviate in either direction; B-score at 10 µM;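 active means Z score or B-score, a plate-position-corrected score, falls beyond the plate's 99.7% confidence bounds, in either direction; inactive means both scores lie inside the 99.7% bounds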;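 further: scored against the spread of the other compound wells on the same plate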
Target sequence (Q01959 whole entry, looked up): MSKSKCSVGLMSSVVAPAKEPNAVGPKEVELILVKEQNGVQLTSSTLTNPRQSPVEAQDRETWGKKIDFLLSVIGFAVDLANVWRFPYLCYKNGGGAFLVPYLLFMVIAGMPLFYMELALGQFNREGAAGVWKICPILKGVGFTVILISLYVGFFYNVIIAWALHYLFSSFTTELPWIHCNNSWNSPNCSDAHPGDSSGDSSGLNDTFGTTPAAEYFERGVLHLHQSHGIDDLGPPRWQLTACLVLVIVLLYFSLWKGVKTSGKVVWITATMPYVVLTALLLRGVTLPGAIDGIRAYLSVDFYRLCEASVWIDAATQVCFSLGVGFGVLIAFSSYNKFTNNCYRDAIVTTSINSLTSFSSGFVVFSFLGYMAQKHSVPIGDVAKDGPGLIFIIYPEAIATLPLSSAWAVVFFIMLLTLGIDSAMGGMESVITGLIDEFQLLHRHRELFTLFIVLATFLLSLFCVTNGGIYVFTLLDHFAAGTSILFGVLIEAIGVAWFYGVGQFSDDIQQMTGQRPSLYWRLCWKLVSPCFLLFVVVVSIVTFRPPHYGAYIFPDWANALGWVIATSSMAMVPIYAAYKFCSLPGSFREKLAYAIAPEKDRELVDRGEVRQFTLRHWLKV
* = called active by the depositor. This is a subset; rates above refer to the full screens.

SMILES	hDAT+cocaine
COc1ccc(C2=NOC(C)(c3nnc(-c4ccc(Cl)cc4)o3)C2)cc1 (stereo unspecified)	0.31
O=c1cc(-c2ccc(O)c(O)c2)oc2c(C3O[C@H](CO)[C@@H](O)[C@H](O)[C@H]3O)c(O)cc(O)c12 (stereo partly specified)	-0.36
CCO[C@@H]1OC(C(=O)N2CCN(Cc3ccccc3)CC2)=C[C@H](c2ccccc2)[C@H]1CCCO	1.33
CCC(C)[C@H](N)c1cn([C@@H](CCCCN)C(=O)N2CCNCC2)nn1 (stereo partly specified)	0.437
CCCNC(=O)c1onc(CSc2ccc(Cl)cc2)c1C(=O)NCCOC	-0.636
C/C(=C/CCC(C)[C@H]1CC[C@@]2(C)C3=C(CC[C@]12C)[C@@]1(C)CCC(=O)C(C)(C)[C@@H]1CC3)C(=O)O (stereo partly specified)	-0.0811
NC(N)=NC(N)=Nc1cccc(Cl)c1	-0.528
Cc1ccc(O)c([C@H](CCN(C(C)C)C(C)C)c2ccccc2)c1	1
CCOc1ccc(NC(=O)c2c(N)n(C)c(=O)[nH]c2=O)cc1	0.903
O=C(NCc1ccc(OC(F)(F)F)cc1)C1CC(c2cccc(F)c2)=NO1 (stereo unspecified)	-0.419
CC1=C(C(=O)OCc2ccccc2)C(c2ccc([N+](=O)[O-])cc2)NC(=O)N1CCCCCC(=O)O (stereo unspecified)	0.331
CCOC(=O)C[C@H]1c2ccccc2S(=O)(=O)N1c1cccc(OC)c1	-0.0898
COC(=O)COc1cccc2c(=O)n(CC(=O)Nc3ccc4c(c3)OCCO4)ccc12	0.581
CCCCC(=O)N(Cc1ccc(-c2ccccc2-c2nn[nH]n2)cc1)[C@H](C(=O)O)C(C)C	-1.08
COC(=O)CCC(=O)OC1(C)C(=O)C2=CN(CCCOC(C)C)C(c3ccc(OC)cc3)=CC2=C(Br)C1=O (stereo unspecified)	0.0897
O=C1c2ccccc2S(=O)(=O)c2cc(C(=O)N3CCC(C(=O)N4CCCCC4)CC3)ccc21	1.53
CC(C)(C)OC(=O)N1CCN(C(=O)OCC2c3ccccc3-c3ccccc32)CC1C(=O)O (stereo unspecified)	-0.125
CC(=O)N[C@H]1[C@H]([C@H](O)[C@H](O)CO)OC(C(=O)O)=C[C@@H]1O	0.169
CC(=O)N1CCC2(CC1)CC(=O)c1cc(Cl)ccc1O2	-1.34
Cc1cccc(C(=O)N[C@@H]2c3ccccc3C[C@@H]2O)n1	-0.246
Cc1ccc(S(=O)(=O)N2CCC(=O)N(CCOC(=O)Nc3cc(C)cc(C)c3)CC2)cc1	0.0466
CN(C)CCNC(=O)c1onc(CSc2ccc(F)c(F)c2)c1C(=O)NCCN(C)C	-0.124
Cn1cc(S(=O)(=O)N2CCC(C(N)=O)CC2)c(=O)n(C)c1=O	-1.65
O=[N+]([O-])c1ccc(S(=O)(=O)NCCc2cn3ccccc3n2)cc1	0.0418
COc1ccc(SC[C@H](Cc2ccccc2)N2CCN(CCc3ccccc3)CCC2=O)cc1	1.15
O=C(NCc1ccccc1)C(=O)NCC1OCCN1S(=O)(=O)c1ccc2c(c1)OCCO2 (stereo unspecified)	1.31
O=c1cc[nH]c2ccc(Cl)cc12	-0.00587
COc1ccc(C2/C=C\CN(C(=O)c3ccc(C)cc3)CC(=O)N2Cc2ccc(F)cc2)cc1 (stereo unspecified)	-0.149
Cc1ccc(C(=O)Nc2sc(Cc3ccc4c(c3)OCO4)c(C)c2C(N)=O)cc1	-0.206
COc1ccc(C(=O)NCCCc2nc3ccccc3n2Cc2ccccc2C)cc1OC	0.888
COCCNC(=O)c1onc(CSc2ccccn2)c1C(=O)NCCOC	-1.36
NC(=O)CC(NC(=O)c1ccc(Br)cc1)c1ccc(N2CCC(Br)CC2)c([N+](=O)[O-])c1 (stereo unspecified)	-0.208
COc1cc(OC)c2c3c(c(C4CCCCC4)nc2c1)CCC3	-0.789
Nc1ccc(S(=O)(=O)NC(=O)c2ccccc2)cc1	0.426
O=C(NCc1ccccc1)OCCN1CCN(Cc2ccccc2)CCC1=O	0.0988
O=C1N[C@H](C(=O)O)CS1	-1.05
C#CCOCCOCCOCCNc1nc(N2CCN(C(=O)[C@H]([C@@H](C)CC)n3cc([C@@H](N)CO)nn3)CC2)nc(N2CCN(C(=O)[C@H]([C@@H](C)CC)n3cc([C@@H](N)Cc4ccc(O)cc4)nn3)CC2)n1	-0.165
CN(C)CCOc1ccc(/C(=C(/CCCl)c2ccccc2)c2ccccc2)cc1	1.3
COc1ccc(C2CC(=O)Oc3c(C(CCN4CCCCC4)c4ccc(N(C)C)cc4)c(OC)cc(OC)c32)cc1 (stereo unspecified)	-0.00337
C=CCOC(=O)C1=C[C@@H](c2coc3ccccc3c2=O)C[C@@H](OCc2ccc(CO)cc2)O1	1.3
COc1cc2oc3ccc(C#Cc4ccccn4)cc3c(=O)c2cc1OC	-0.211
COCCN1C(=O)N[C@@H](CCc2ccccc2)C(C(C)=O)=C1C	0.325
COc1ccc(-c2ccc(C(C)=O)cc2)cc1[C@H]1[C@H]2C=CC[C@@H](C)[C@@H]2C(=O)N1Cc1ccccc1	0.517
CN1CCN(C(=O)C2=C[C@H](c3csc4ccccc34)C[C@H](OCc3ccc(CO)cc3)O2)CC1	0.365
CC1(c2nnc(Cc3ccccc3)o2)CC(c2ccc(Br)cc2)=NO1 (stereo unspecified)	-0.0349
CC(C)CC1(C(=O)NCc2cc(F)cc(C(F)(F)F)c2)C=CCN1C(=O)c1ccccc1 (stereo unspecified)	-0.504
Cc1cc(NC(=O)Nc2ccc3c(ccn3C)c2)sn1	-0.394
O=C(NCc1ccccc1)c1ccc(-c2ccccc2C(F)(F)F)o1	-0.724
C#CCNC(=O)C1=C[C@@H](c2coc3ccccc3c2=O)C[C@@H](OCc2ccc(CO)cc2)O1	-0.762
CN(C[C@H](CC1CCCCC1)N(C[C@H](Cc1ccccc1)N(CCc1ccccc1)N=O)N=O)N=O	-0.245
C#CCNC(=O)C1=C[C@H](c2ccc(C(F)(F)F)cc2)[C@@H](CCCO)[C@H](OCC)O1	0.665
N[C@@H](CO)c1cn([C@@H](Cc2cc3ccccc3[nH]2)C(=O)N2CCNCC2)nn1	-0.676
CCCCNC(=O)c1onc(CSc2cccc(OC)c2)c1C(=O)NCCCC	0.103
Cc1csc2nc3cc(C(N)=O)ccc3c(=O)n12	-0.884
COC(=O)CCCC1=CC2=CC(=O)C(C)(OC(=O)c3cccs3)C(=O)C2=CN1C1CCCCC1 (stereo unspecified)	-1.26
CC(=O)N1CCN(c2ccc(OC[C@H]3CO[C@](Cn4ccnc4)(c4ccc(Cl)cc4Cl)O3)cc2)CC1	3.83*
O=C(Nc1ccccc1)C1=C[C@H](c2ccc(Br)cc2)C[C@H](OCc2ccc(CO)cc2)O1	-0.45
Cc1cc(C)c(S(=O)(=O)N2CCN(CCN3C(=O)c4cccc5cccc(c45)C3=O)CC2)cc1[N+](=O)[O-]	-0.362
O=C(NCc1ccco1)C(=O)NCC1OCCN1S(=O)(=O)c1ccc(F)cc1 (stereo unspecified)	0.0442
Cc1cccc(-c2nnc(NC(=O)c3cccs3)s2)c1	-0.0115

Given in CSV form: 14 of the compounds above
mol,hDAT+cocaine
Cc1cc(NC(=O)Nc2ccc3c(ccn3C)c2)sn1,-0.394
O=C(NCc1ccccc1)c1ccc(-c2ccccc2C(F)(F)F)o1,-0.724
C#CCNC(=O)C1=C[C@@H](c2coc3ccccc3c2=O)C[C@@H](OCc2ccc(CO)cc2)O1,-0.762
CN(C[C@H](CC1CCCCC1)N(C[C@H](Cc1ccccc1)N(CCc1ccccc1)N=O)N=O)N=O,-0.245
C#CCNC(=O)C1=C[C@H](c2ccc(C(F)(F)F)cc2)[C@@H](CCCO)[C@H](OCC)O1,0.665
N[C@@H](CO)c1cn([C@@H](Cc2cc3ccccc3[nH]2)C(=O)N2CCNCC2)nn1,-0.676
CCCCNC(=O)c1onc(CSc2cccc(OC)c2)c1C(=O)NCCCC,0.103
Cc1csc2nc3cc(C(N)=O)ccc3c(=O)n12,-0.884
COC(=O)CCCC1=CC2=CC(=O)C(C)(OC(=O)c3cccs3)C(=O)C2=CN1C1CCCCC1 (stereo unspecified),-1.26
CC(=O)N1CCN(c2ccc(OC[C@H]3CO[C@](Cn4ccnc4)(c4ccc(Cl)cc4Cl)O3)cc2)CC1,3.83*
O=C(Nc1ccccc1)C1=C[C@H](c2ccc(Br)cc2)C[C@H](OCc2ccc(CO)cc2)O1,-0.45
Cc1cc(C)c(S(=O)(=O)N2CCN(CCN3C(=O)c4cccc5cccc(c45)C3=O)CC2)cc1[N+](=O)[O-],-0.362
O=C(NCc1ccco1)C(=O)NCC1OCCN1S(=O)(=O)c1ccc(F)cc1 (stereo unspecified),0.0442
Cc1cccc(-c2nnc(NC(=O)c3cccs3)s2)c1,-0.0115

(next part)
SMILES	hDAT+cocaine
COc1cc(C(CCN2CCCC(C)C2)c2c(OC)cc(OC)c3c(-c4ccccc4)cc(=O)oc23)cc(OC)c1OC (stereo unspecified)	1.12
C[C@H]1[C@H](C)CC[C@]2(C(=O)O)CC[C@]3(C)C(=CC[C@@H]4[C@@]5(C)CC[C@H](O)C(C)(C)[C@@H]5CC[C@]43C)[C@H]12	-0.041
Cc1cc(=O)c2ccc(Cl)cc2[nH]1	-0.661
COc1ccc(CC(=O)c2ccc(O)cc2O)cc1	-0.0393
COc1cc(NC(=O)c2ccnnc2)cc(C(=O)Nc2cccc(C(F)(F)F)c2)c1	3.33*
O=C(O)c1cc2cc(F)ccc2[nH]1	-0.602
COc1ccc(C(CCN2CCCC2)c2c(O)cc(OC)cc2OC)cc1 (stereo unspecified)	0.00721
CCO[C@@H]1OC(C(=O)N2CCOCC2)=C[C@H](C)[C@H]1CCCO	0.575
COC(C[C@@H]1O[C@H]1[C@H](O)[C@@H](C)OCc1ccccc1)OC	-1.28
COc1ccc(CNC(=O)C2(CC3CC(c4ccccc4)=NO3)CCN(C(=O)CCCCCBr)CC2)cc1 (stereo unspecified)	0.243
C=CCOC(=O)C1=C[C@H](c2ccc3c(c2)OCO3)C[C@H](OCCCCO)O1	2.02
CC(=O)OCC1O[C@@H](O[C@@H]2C[C@H]3C(C)(C)[C@H](OC(C)=O)CC[C@]3(C)[C@H]3CC[C@]45C[C@]4(CC[C@H]5[C@@H](C)C[C@@H](O)[C@H](O)C(C)(C)O)[C@@]32C)[C@H](O)[C@@H](O)[C@@H]1O (stereo partly specified)	-1.42
Cc1c(O)c(=O)ccn1C	-0.717
Cc1ccc(C)c2sc(NC(=O)c3ccc(N4C(=O)CCC4=O)cc3)nc12	-0.224
C=CC(COCc1ccccc1)N(Cc1ccccc1)S(=O)(=O)c1ccccc1Br (stereo unspecified)	-0.104
CCO[C@H]1OC(C(=O)NCc2ccccc2)=C[C@@H](c2ccccc2)[C@@H]1CCCO	1.49
O=C(Nc1cccc(-c2csc(Nc3ccccc3)n2)c1)c1ccccc1	-0.0287
COC(=O)C1=C(C(=O)OC)[C@@H]2N(C)c3ccccc3[C@@]23C[C@@H](C(=O)OC)N(C(=O)c2ccco2)C3=N1	0.396
CCC1(CC)C(=O)C2=C3C1[C@H](C(=O)OC)CC(C(=O)OC)C[C@H]3n1c(=O)n(-c3ccccc3)c(=O)n1[C@H]2C (stereo partly specified)	0.543
C[C@@H](CO)NC(=O)c1ccc2c3n(nc2c1)-c1ccc(Cl)cc1CO3	-0.225
N[C@@H](Cc1cc(I)c(Oc2cc(I)c(O)c(I)c2)c(I)c1)C(=O)O	-0.57
COC(=O)CCCC1=CC2=CC(=O)C(C)(OC(=O)c3cccs3)C(=O)C2=CN1Cc1ccccc1 (stereo unspecified)	-0.998
CO[C@H]1C=CO[C@@]2(C)Oc3c(C)c(O)c4c(O)c(c5c(c4c3C2=O)NC2(CCN(CC(C)C)CC2)N=5)=NC(=O)C(C)=CC=C[C@H](C)[C@H](O)[C@@H](C)[C@@H](O)[C@@H](C)[C@H](OC(C)=O)[C@@H]1C	-0.419
C[C@@H]1CCC[C@]2(O[C@@H](CCO)C[C@@H](O)[C@@H]2O)O1	-0.897
COC(=O)C1=C(C)N(CCCC(=O)O)C(=O)NC1c1ccc2c(c1)OCO2 (stereo unspecified)	0.0334
C[C@H]1CC[C@]2(O[C@H](CCO)C[C@@H](O)[C@@H]2O)O1	0.565
COc1cc2c(cc1O)[C@@H]1Cc3cc(OC)c(OC)cc3C(C2)N1C	-0.735
CCO[C@@H]1OC(C(=O)N2CCN(Cc3ccccc3)CC2)=C[C@H](c2cn(C(C)=O)c3ccccc23)[C@H]1CCCO	1.76
Cc1ccc(SC[C@H](Cc2ccccc2)N2CCN(C)CCC2=O)cc1	-0.2
CC(C)(C)OC(=O)N1CCC(CC2CC(c3ccccc3)=NO2)(C(=O)O)CC1 (stereo unspecified)	-0.162
Cc1ccc(-c2ccc([C@H]3[C@@H]4C=CCC[C@@]4(C)C(=O)N3Cc3ccccc3)c(F)c2)cc1	-1.12
OCC[C@@H]1C[C@H](O)[C@@H](O)[C@]2(CCCO2)O1	-0.00487
CC(C)(C)[C@@H]1C=C(C(=O)O)O[C@H](OCc2ccc(CO)cc2)C1	-0.506
CN(C(=O)C(Cl)Cl)c1ccc(OC(=O)c2ccco2)cc1	-0.523
CCCCN1C(N)=NC[C@@H]1Cc1ccccc1	-0.466
CC1(c2nnc(-c3ccc(F)cc3)o2)CC(c2cccnc2)=NO1 (stereo unspecified)	-1.49
O=C(O)c1cc(=O)c2c(Cl)cc(Cl)cc2[nH]1	0.258
COc1ccc(CNC(=O)[C@H](C)[C@@H]2C[C@@]2(C)[C@@H](NC(=O)OCc2ccccc2)c2ccccc2)cc1OC	0.674
C=C(C)C(=O)Nc1cccc(C2=NOC3(C2)C[C@H](C(N)=O)N(C(=O)CC#N)C3)c1 (stereo partly specified)	-0.973
CC1=C(N2CCCCC2)CCC1=O	0.385
C=CC(COCc1ccccc1)N(Cc1ccc(OC)cc1)S(=O)(=O)c1ccccc1Br (stereo unspecified)	0.305
CCCN(CC1CC1)c1nc(C)nc(Nc2c(Cl)cc(Cl)cc2Cl)c1Cl	1.46
CCCCC(=O)O[C@]1(C(=O)CO)CC[C@H]2[C@@H]3CCC4=CC(=O)CC[C@]4(C)[C@H]3[C@@H](O)C[C@@]21C	2.67
